Source: PubChem
SRC2 inh – inhibits human steroid receptor coactivator 2; Q15596; HEK293 GAL4-SRC2 luciferase reporter, luminescence; inhibition, % at 9 µM; 370,000 tested, 0.17% active;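 active means inhibition above the mean inhibition of all tested compounds plus 3 SD, set per campaign, cut at about 52% in these data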;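 further: 0% = DMSO treated cells and 100% = cells given Gossypol at 36 µM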
TLR9-MyD88 block – TLR9-MyD88 interaction inhibition; Q9NR96+Q99836; 340,000 tested, 0.21% active; inhibition, % at 4.98 µM; CHO BLA complementation TLR9-MyD88, CCF4 FRET ratio;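 active means inhibition above the mean over all tested compounds plus 3 SD, cut at about 21% in these data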;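 further: 0% = DMSO only wells and 100% = clavulanate BLA inhibitor control wells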
N-glyco inh – blocks N-linked glycosylation in D54 reporter cells | reporter increase, % at 12.5 µM | D54 ERlucT glycosylation luciferase reporter, 24 h; percent of 100 nM tunicamycin response | AID 588692 | 360,000 tested, 0.23% active;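 active means mean luciferase reporter signal, scaled so untreated is 0 and the glycosylation-blocking control 100, at or above a set limit in every replicate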;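 further: luciferase carries N-glycosylation sites so blocking glycosylation raises the light; 0% = median of neutral control wells and 100% = median of 100 nM tunicamycin wells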
Cardio protect – myocardial damage modulation in H9c2 cells | 360,000 tested, 0.63% active | protection from H2O2 cell death, % at 20 µM | H9c2 cardiomyocytes, H2O2 injury protection, ATPLite, 2 h;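 active means compounds giving at least 50% protection of heart cells from peroxide-induced death in the single-dose screen, raw or plate-pattern-corrected value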;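 further: 0% = DMSO wells with peroxide and 100% = DMSO wells without peroxide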
ABCB6 inh 2 – blocks the human ABCB6 transporter; AID 602162; K562-ABCB6 porphyrin accumulation, flow cytometry, 1 h; stronger effect = lower value; 360,000 tested, 0.19% active; fluorescence ratio to DMSO, % at 10 µM; Q9NP58;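 active means fluorescence ratio to DMSO below 75%, the collection mean minus 3 SD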;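 further: signal is porphyrin accumulated inside mitochondria; 100% equals median channel fluorescence of DMSO control wells; lower ratio means ABCB6 inhibition with less porphyrin fluorescence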
Target sequence (Q9NP58 whole entry, looked up): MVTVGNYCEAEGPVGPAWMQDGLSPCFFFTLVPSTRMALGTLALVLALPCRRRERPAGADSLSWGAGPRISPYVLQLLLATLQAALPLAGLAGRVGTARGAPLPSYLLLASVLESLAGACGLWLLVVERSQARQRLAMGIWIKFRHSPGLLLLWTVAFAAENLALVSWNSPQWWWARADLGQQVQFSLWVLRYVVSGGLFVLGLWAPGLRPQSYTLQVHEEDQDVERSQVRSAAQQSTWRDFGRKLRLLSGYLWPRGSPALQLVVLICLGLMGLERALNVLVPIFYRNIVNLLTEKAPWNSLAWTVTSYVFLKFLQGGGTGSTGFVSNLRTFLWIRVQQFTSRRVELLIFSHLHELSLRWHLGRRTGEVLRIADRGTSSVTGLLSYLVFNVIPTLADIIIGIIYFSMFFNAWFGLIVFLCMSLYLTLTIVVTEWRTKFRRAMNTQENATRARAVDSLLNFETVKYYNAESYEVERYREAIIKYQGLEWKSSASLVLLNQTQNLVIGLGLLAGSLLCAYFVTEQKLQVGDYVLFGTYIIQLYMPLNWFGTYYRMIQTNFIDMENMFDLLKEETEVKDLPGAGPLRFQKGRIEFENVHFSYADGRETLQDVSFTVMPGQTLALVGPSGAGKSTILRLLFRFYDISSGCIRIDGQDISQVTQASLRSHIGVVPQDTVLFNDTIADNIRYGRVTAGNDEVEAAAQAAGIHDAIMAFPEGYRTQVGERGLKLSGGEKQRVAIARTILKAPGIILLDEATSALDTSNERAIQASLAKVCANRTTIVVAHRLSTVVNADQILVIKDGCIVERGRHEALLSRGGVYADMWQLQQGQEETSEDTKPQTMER
MC4R antagonist – blocks human MC4R cAMP signaling | P32245 | MC4R-expressing cells, MTII-stimulated cAMP, LANCE TR-FRET | inhibition, % at 6.5 µM | 360,000 tested, 0.48% active | AID 540295;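 active means inhibition above its plate's cutoff, the mean of tested wells on that plate plus 3 SD, cut at about 29% in these data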;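 further: 0% = Melanotan II alone and 100% = Melanotan II plus saturating MCL0020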
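System – human MC4R-expressing U2OS cells · Also added – Melanotan II · Dosing – one concentration, 6.5 µM nominal · Timing – 30-min compound, 1-h challenge, 1-h detection, room temperature · Measured by – Eu-cAMP/anti-cAMP TR-FRET, emission 671 nm · Replicates – singlicate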
NOD2 RIPK2 PPI – inhibitors of human NOD2-RIPK2 interaction | AID 624267 | CHO BLA complementation NOD2-RIPK2, CCF4 ratio | 360,000 tested, 0.38% active | O43353 | inhibition, % at 4.98 µM; in the data active means inhibition above about 21%;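 further: 0% = vehicle only and 100% = reference blocker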
HTR2A ag – activates the mouse 5-HT2A serotonin receptor; P35363; CHO-K1 mHTR2A beta-arrestin complementation, luminescence; percent of 30 µM serotonin response; activation, % at 7.6 µM; 360,000 tested, 0.66% active; AID 624169;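 active means activation above a run cutoff, the mean activation of all tested compounds plus 3 SD, cut at about 14% in these data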;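 further: 0% = plate median of compound wells and 100% = 30 µM serotonin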
MC4R ag barr – activates human MC4R beta-arrestin recruitment. AID 540308. activation, % at 8.9 µM. 360,000 tested, 0.98% active. U2OS MC4R beta-arrestin complementation, luminescence; percent of melanotan II response, DMSO zero. P32245;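 active means activation above a per-plate cutoff, the mean activation of sample wells on that plate plus 3 SD, cut at about 8% in these data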
ABHD5-PLIN5 inh – ABHD5-PLIN5 protein interaction inhibition. 360,000 tested, 0.78% active. inhibition, % at 4 µM. Split G. princeps luciferase complementation, luminescence, 4 h. Q00G26+Q8WTS1;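 active means inhibition above the mean inhibition across every tested compound plus 3 SD, cut at about 22% in these data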;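 further: 0% = DMSO only wells and the 100% control is not disclosed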
* = called active by the depositor; · = no result given. Not all compounds are listed; the hit share may differ from the screen's.

SMILES	SRC2 inh	TLR9-MyD88 block	N-glyco inh	Cardio protect	ABCB6 inh 2	MC4R antagonist	NOD2 RIPK2 PPI	HTR2A ag	MC4R ag barr	ABHD5-PLIN5 inh
O=C(Nc1cccc(C(=O)N2CCOCC2)c1)c1ccccc1Br	-20.4	11.4	-0.7	-3.4	94.0	-4.2	-4.6	7.1	-2.7	4.6
CC(C)COC(=O)CNc1n[nH]c(=S)[nH]c1=O	6.2	-10.2	2.7	9.1	104.0	15.8	0.1	-0.5	-0.8	-7.4
CC12CCC(C(=O)NCc3cccnc3)(OC1=O)C2(C)C (configuration not stated)	-9.5	1.7	1.4	-10.8	96.0	3.2	-3.2	3.5	0.4	2.9
CSCCC(NS(=O)(=O)c1ccc(C)cc1)C(=O)N1CCCC1 (configuration not stated)	6.4	1.7	-0.5	-0.3	97.0	6.1	3.7	1.1	-1.5	-6.2
CC(=O)Nc1ccc(S(=O)(=O)N2CCN=C2SCc2ccccc2C)cc1	-23.8	-22.8	3.2	-5.9	106.0	1.1	2.0	-12.5	-0.4	12.9
COc1ccc(CC(=O)Nc2cc(S(=O)(=O)N3CCCCC3)ccc2C)cc1	7.2	5.3	-0.2	0.4	104.0	6.9	8.8	-12.7	-1.1	-11.1
CCOc1cc(C(=O)NCc2ccncc2)cc(OCC)c1OCC	-10.7	3.7	1.9	0.5	102.0	-0.8	3.7	-2.4	0.5	-9.0
COc1ccc(S(=O)(=O)N2CCN(CCC(=O)Nc3ccc(F)cc3)CC2)cc1	13.1	-5.0	-1.8	-2.0	91.0	2.8	7.0	-6.3	-1.3	-3.3
CCCOc1ccc(-c2csc3ncn(Cc4ccc(C(=O)O)cc4)c(=O)c23)cc1	13.2	-8.1	1.6	7.2	96.0	18.3	-6.6	-4.5	-5.4	20.8
CCOC(=O)N1CCN(C(c2cccnc2)c2ccc3cccnc3c2O)CC1 (configuration not stated)	9.6	13.1	5.4	69.3*	93.0	3.9	-2.9	-6.0	-0.1	16.5
CN(c1ccccc1)S(=O)(=O)c1cc(C(=O)Nc2ccccc2N2CCOCC2)ccc1Cl	-10.9	-2.6	-5.4	2.7	94.0	10.4	-6.8	7.6	0.1	-7.2
COc1ccc(NC(=O)c2cc(C3CCCCN3C(=O)CCc3ccccc3)on2)c(C)c1 (configuration not stated)	-2.6	·	-1.3	0.1	96.0	0.0	-1.2	1.1	-1.7	-4.4
Nc1ncnc2c1ncn2[C@@H]1O[C@H](CNS(=O)(=O)c2ccc(-c3ccno3)s2)[C@@H](O)[C@H]1O	-9.7	6.2	1.3	-3.4	94.0	-11.6	-4.5	3.5	-2.9	-2.0
O=C(Cc1ccccc1)NCc1ccncc1	-10.3	-5.1	0.7	2.4	94.0	3.0	-3.9	-2.5	-1.0	2.3
CC[C@@H]1C(c2cccc(C)c2)=NN(c2ccccc2)[C@H]1C(=O)N1CCOC1=O	10.2	1.0	0.6	-19.9	99.0	16.9	4.0	-4.4	1.3	-11.2
C#Cc1ccc([C@H]2C=C(C(=O)NCc3nc4ccccc4[nH]3)O[C@@H](OCC)[C@@H]2CCCO)cc1	-6.2	3.9	-1.4	3.8	97.0	6.7	-14.6	5.3	0.4	6.5
CC(C)C(NC=C1C(=O)OC(C)(C)OC1=O)C(=O)O (configuration not stated)	-0.7	5.0	2.4	4.3	103.0	-6.4	-10.8	6.9	0.5	6.0
OCCc1ccc(NCCc2cccs2)cc1	-34.8	·	-0.5	-1.4	98.0	·	-9.4	2.6	·	0.3
COc1ccc(OC)c(S(=O)(=O)NC2CC2)c1	-12.7	2.6	0.5	-1.1	92.0	10.3	-10.3	-1.1	-1.9	0.2
COc1ccc(OC)c(NC(=O)c2cc(-c3cc(Cl)ccc3O)n[nH]2)c1	-14.6	-1.9	-2.1	-11.3	87.0	2.5	4.7	-4.8	2.0	2.2
COc1ccc(CN2C(=O)C(CC(=O)NCCCCc3ccccc3)CC(C(=O)N(C(C)C)C(C)C)=C2C)cc1 (configuration not stated)	-3.4	-2.2	-1.9	-11.7	94.0	0.1	4.7	-1.7	0.5	5.4
C=CCNC(=S)N/N=C/c1ccc(-c2ccc(Br)cc2)o1	-7.9	-3.8	-1.1	-3.1	99.0	9.1	-12.0	1.2	8.1	-2.4
CC(=O)Nc1ccc(S(=O)(=O)NCCC(=O)NCC2COc3ccccc3O2)cc1 (configuration not stated)	-0.5	10.0	-0.6	1.6	98.0	3.5	11.8	7.1	-3.8	3.5
COc1ccc(-n2c(=S)[nH]c3ncccc3c2=O)cc1	0.7	2.6	2.7	-3.1	95.0	21.3	-12.4	7.0	3.5	-5.6
Cc1c(C(=O)N2CCCC2)sc(NC(=O)c2ccco2)c1C#N	13.1	0.2	0.2	1.1	107.0	-2.4	1.3	6.2	1.2	1.9
O=c1[nH]c2ccc(Cl)cc2c(-c2ccccc2)c1N1CCN(c2ccccn2)CC1	23.7	-8.2	1.1	-21.5	100.0	0.2	-10.5	4.8	1.9	5.9
Cc1cc(NC(=O)C(C)Sc2nc(-c3cccs3)nc3ccccc23)no1 (configuration not stated)	-9.6	10.2	-1.7	14.3	99.0	2.1	-8.5	3.1	0.9	-1.7
CC(C(=O)Nc1ccccc1F)N1CCN(S(=O)(=O)c2ccc(C(F)(F)F)cc2)CC1 (configuration not stated)	-21.6	-7.0	-5.9	-3.2	97.0	4.5	-4.4	-7.6	-2.0	-0.3
CCCCn1c(=S)[nH]c2cc(S(=O)(=O)N3CCOCC3)ccc21	-41.3	-10.1	3.8	1.6	100.0	3.4	0.1	2.9	0.2	11.1
O=C(NNC(=O)c1cccs1)c1cccc(F)c1	-16.1	-9.7	2.4	2.6	102.0	-3.0	8.6	2.0	-0.9	-4.3
Cc1cc(C)n(-c2ccc(Cl)c(C(=O)O)c2)n1	13.8	-7.9	1.2	-2.9	93.0	3.2	-1.8	1.5	0.4	0.3
O=C1CC(c2ccccc2F)c2c(c3ccccc3[nH]c2=O)O1 (configuration not stated)	-28.2	-4.8	0.5	5.8	94.0	1.9	-5.8	0.2	-1.3	-7.6
COC(=O)CCCCCCCCC(O)CN1CCCCC1 (configuration not stated)	10.6	-1.2	0.7	1.7	96.0	17.9	-0.1	1.1	-1.4	2.8
COCCCNC(=S)Nc1ccc(S(=O)(=O)Nc2cc(OC)nc(OC)n2)cc1	16.9	3.1	1.5	-3.5	94.0	-3.4	-9.2	-4.7	2.1	2.2
COC(=O)c1ccccc1CCC(C)=O	4.0	-5.2	-1.0	10.7	99.0	0.1	-17.1	6.5	-1.1	-0.4
O=C(CCC(=O)NNc1nc2ccccc2c2nc(-c3ccccc3)nn12)NCCCN1CCCC1=O	-1.5	-7.2	-1.9	8.8	99.0	8.0	2.2	0.2	-1.6	5.4
O[C@@H]([C@H](O)[C@H](O)CBr)[C@H](O)CBr	-6.6	16.5	0.4	5.4	101.0	-0.5	-13.8	-9.1	-0.9	8.4
Cc1ccc(CNC(=O)CN2C(=O)COc3ccc(S(=O)(=O)N4CCC(C)CC4)cc32)o1	-10.7	-4.0	0.8	8.3	104.0	2.1	-3.3	5.5	-3.5	-3.8
COc1cc(N(CCCn2cnc3c(SC)ncnc32)CCCn2cnc3c(SC)ncnc32)cc(OC)c1OC	-12.8	5.2	1.1	7.8	96.0	19.8	3.1	5.5	1.4	-4.1
O=C(Nc1ccc2c(c1)OCCO2)C(c1cc2ccccc2o1)N1CCC(Cc2ccccc2)CC1 (configuration not stated)	17.1	·	-11.2	-4.2	103.0	·	2.5	-2.5	·	-2.2
Cc1cc(C)c2cc(CN(CCCO)S(=O)(=O)c3ccccc3F)c(=O)[nH]c2c1	-27.5	-13.9	-3.6	3.7	97.0	2.7	-8.1	-4.8	-1.2	3.6
COc1cc(/C=C2\C(=N)N3N=C(S(C)(=O)=O)SC3=NC2=O)ccc1OC(=O)c1cccs1	1.9	4.6	2.0	6.2	106.0	10.3	-0.2	5.2	-2.1	4.7
CCOC(=O)c1cccc(N2C(=O)C3C(C2=O)C2C=CC3C23CC3)c1 (configuration not stated)	-8.1	-14.7	0.8	12.1	101.0	14.3	-9.5	-0.8	-0.4	0.8
Cc1ccc(NC(=S)NCCc2ccc(Cl)cc2)c(C)c1	7.5	-3.3	-2.5	-9.6	98.0	15.1	6.1	-1.7	0.9	-17.6
Cn1c(=O)[nH]c(=O)c2c1nc(N1CCCCC1)n2CCOc1ccccc1	-7.0	-6.4	2.2	6.5	98.0	-59.3	-6.7	1.9	-1.0	0.0
CC(OC(=O)c1ccccc1NCCO)C(=O)NCC(=O)Nc1ccc(F)c(F)c1F (configuration not stated)	-22.4	1.0	0.9	-1.3	100.0	4.8	4.2	6.1	-1.2	9.5
COc1ccc(CNS(=O)(=O)CCNCc2ccccc2OC)cc1	-5.8	14.7	-1.4	-4.2	98.0	1.1	-4.5	-2.2	-0.2	0.5
O=C(CC1C(=O)NC2CCCCC2N1C(=O)c1ccc([N+](=O)[O-])cc1)Nc1ccccc1 (configuration not stated)	-22.0	4.6	-1.8	17.1	96.0	11.3	1.8	1.3	-1.9	1.8
CS(=O)(=O)N1CCC(C(=O)NCc2ccc(F)cc2Cl)CC1	17.6	2.5	-0.1	1.8	99.0	16.0	-1.8	4.5	-0.1	0.2
COc1ccc(S(=O)(=O)n2nc(OC(C)=O)cc2N)cc1	-11.1	-3.9	1.2	5.9	100.0	9.6	-10.4	-2.7	1.6	-5.3
CCOC(=O)c1cnc2cc(Cl)c(OC)cc2c1NCC1CCCO1 (configuration not stated)	-19.1	-12.4	3.0	14.7	94.0	8.7	-6.7	0.8	-1.6	-2.7
CC(=O)Nc1ccc(S(=O)(=O)Nc2ccc(Cl)nn2)cc1	-11.7	-1.2	3.2	-0.4	90.0	4.6	-9.2	6.7	1.1	3.8
COCCN(C(=O)COC(=O)CCS(=O)(=O)c1ccccc1)c1c(N)n(Cc2ccccc2)c(=O)[nH]c1=O	-26.0	0.2	-0.4	-2.7	101.0	-3.9	-16.4	-3.0	1.9	-6.3
CC1CCCN(S(=O)(=O)c2cc3c4c(c2)C(C)C(=O)N4CCC3)C1 (configuration not stated)	15.5	10.5	0.1	-2.5	101.0	7.9	4.0	0.3	-4.5	-2.8
O=C(Cn1c(=O)cnc2ccccc21)N1CCN(S(=O)(=O)c2ccc(F)cc2)CC1	-25.1	-1.1	3.6	-0.2	97.0	9.9	-1.9	-1.2	-0.5	-1.4

Single records (already shown). Order of values: SRC2 inh, TLR9-MyD88 block, N-glyco inh, Cardio protect, ABCB6 inh 2, MC4R antagonist, NOD2 RIPK2 PPI, HTR2A ag, MC4R ag barr, ABHD5-PLIN5 inh
`O=C(Cn1c(=O)cnc2ccccc21)N1CCN(S(=O)(=O)c2ccc(F)cc2)CC1` across the screens: -25.1, -1.1, 3.6, -0.2, 97.0, 9.9, -1.9, -1.2, -0.5, -1.4
`COCCN(C(=O)COC(=O)CCS(=O)(=O)c1ccccc1)c1c(N)n(Cc2ccccc2)c(=O)[nH]c1=O` across the screens: -26.0, 0.2, -0.4, -2.7, 101.0, -3.9, -16.4, -3.0, 1.9, -6.3
